CYP2C19 inh = blockers of cytochrome P450 2C19 activity – biochemical, luminescence, ADME assay, primary screen; P33261; CYP2C19 Supersomes, luciferin-H EGE luminescence, 30 min; inhibition, % at 5 µM; AID 778, 2007; 96,000 compounds, 21% hits;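 active = CYP2C19 inhibition above a set limit at 5 µM in the primary screen, cut at about 50% in these data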;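 also: plate controls were negative control wells for no effect and 2.5 mM tranylcypromine positive control for full effect; values of inactives mirror those of a sister screen read the other way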
Target sequence (P33261 whole entry, looked up): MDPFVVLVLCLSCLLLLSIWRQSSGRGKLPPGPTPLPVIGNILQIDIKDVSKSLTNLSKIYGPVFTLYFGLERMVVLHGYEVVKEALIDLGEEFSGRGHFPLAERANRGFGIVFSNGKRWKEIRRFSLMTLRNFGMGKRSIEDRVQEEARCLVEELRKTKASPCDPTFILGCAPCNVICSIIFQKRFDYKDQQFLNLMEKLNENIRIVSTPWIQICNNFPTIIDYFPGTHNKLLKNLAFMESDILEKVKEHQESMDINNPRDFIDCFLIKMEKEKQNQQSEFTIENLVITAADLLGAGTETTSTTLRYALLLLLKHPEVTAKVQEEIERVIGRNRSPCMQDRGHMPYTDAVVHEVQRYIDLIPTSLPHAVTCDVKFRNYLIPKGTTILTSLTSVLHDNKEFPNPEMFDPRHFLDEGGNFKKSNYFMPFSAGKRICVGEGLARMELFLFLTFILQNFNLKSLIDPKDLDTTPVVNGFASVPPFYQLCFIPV
CYP2C19 activ = human CYP2C19 activators, primary screen, biochemical, luminescence. AID 1025, 2008. 96,000 tested, under 10 active. recombinant CYP2C19, luciferin-H EGE luminescence; active compounds read high; 0 = fully inhibited enzyme, 1 = untreated enzyme. activation factor at 5 µM. Cytochrome P450 2C19 (Homo sapiens), P33261;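 active = activation factor of at least 2 at 5 µM in the primary screen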;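 also: 0 = wells with 2.5 mM tranylcypromine and 1 = vehicle-only wells; values of inactives mirror those of a sister screen read the other way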
Active calls of the source: *. The list is partial, so the mix of outcomes need not match the whole.

A first look (three entries):
SMILES	CYP2C19 inh	CYP2C19 activ
CC(=O)NC(NC(=S)Nc1ccc(N=Nc2ccccc2)cc1)C(Cl)(Cl)Cl (stereo not drawn)	27.0	0.7
N#Cc1ccc(-c2ccc(F)cc2)nc1Oc1ccc(F)cc1	36.2	0.6
COc1ccc(CNC(=O)/C=C/c2ccc(OCCCF)cc2)cc1	20.4	0.8

This part in full, from the start:
SMILES	CYP2C19 inh	CYP2C19 activ
CC(=O)NC(NC(=S)Nc1ccc(N=Nc2ccccc2)cc1)C(Cl)(Cl)Cl (stereo not drawn)	27.0	0.7
N#Cc1ccc(-c2ccc(F)cc2)nc1Oc1ccc(F)cc1	36.2	0.6
COc1ccc(CNC(=O)/C=C/c2ccc(OCCCF)cc2)cc1	20.4	0.8
O=C(NC1CCCCC1)C(c1ccc2ncccc2c1)N(Cc1ccco1)C(=O)c1ccc2c(c1)OCCO2 (stereo not drawn)	70.2*	0.3
Cc1cccc(C(=O)NN(C)c2nc(-c3ccccc3)nnc2C(F)(F)F)c1	2.2	1
CNc1cc(CS(=O)c2ccccc2)nc(-c2ccccc2)n1 (stereo not drawn)	92.6*	0.1
CC1CCCCC1N1CN=C(Nc2nc3ccccc3s2)NC1 (stereo not drawn)	4.6	1
CC(=O)Nc1ccc(S(=O)(=O)N=S(C)C)cc1	-6.3	1.1
Cc1ccc(C)c(-c2nn(-c3cc(N4CCN(CCO)CC4)ccc3[N+](=O)[O-])c(=O)c3ccccc23)c1	17.2	0.8
c1ccc(-c2ccc(C3=Nn4c(Cn5nnc6ccccc65)nnc4SC3)cc2)cc1	-3.4	1
Cc1[nH]n(-c2ccccc2)c(=O)c1/C=N/O	7.7	0.9
O=c1cc(N2CCCCC2)c(-c2ccccc2)nn1Cc1ccc(Cl)cc1Cl	32.0	0.7
COC(=O)Nc1cccn(Cc2c(Cl)cccc2Cl)c1=O	86.8*	0.1
COc1ccc(COc2ccsc2C(=O)Nc2ccc(Cl)c(Cl)c2)cc1	34.5	0.7
O=c1cc(N2CCCCC2)c(-c2ccccc2)nn1Cc1cccc(Cl)c1	26.7	0.7
CCOC(=O)CC(=O)CSc1nc(-c2ccc3c(c2)OCO3)cc(C(F)(F)F)c1C#N	23.8	0.8
CC1(C)CC2(CC(c3cccs3)c3cc(Cl)c(O)cc3O2)NC(=S)N1 (stereo not drawn)	7.5	0.9
N/C(=N\OC(=O)c1cccc(F)c1)c1ccccc1	0.3	1
CCn1c2ccccc2c2cc(NC(=O)c3cc(OC)c(OC)c(OC)c3)ccc21	49.3	0.5
COc1ccc(C(C(=O)NC2CCCCC2)N(C(=O)c2sc(C)nc2C)c2ccc(C(C)=O)cc2)cc1 (stereo not drawn)	5.3	0.9
Cc1ccc(OCC(=O)NNC(=O)C2CCN(c3ncccn3)CC2)cc1	4.0	1
CCOc1cccc(CNc2ccc(O)cc2)c1OCc1ccc(Cl)cc1	40.8	0.6
O=C(CN(C(=O)CSc1nc2ccccc2o1)c1ccccc1)NC1CCCCC1	76.8*	0.2
O=C(NNC(=O)c1cc2cc3ccccc3nc2s1)c1cccc(C(F)(F)F)c1	2.4	1
CC(/C=N/n1c(COc2ccccc2)n[nH]c1=S)=C\c1ccccc1	20.3	0.8
Additional results follow.
SMILES	CYP2C19 inh	CYP2C19 activ
CCOC(=O)N1CCC(NC(=O)C2CCN(c3nc(-c4ccc(OC)cc4)no3)CC2)CC1	13.8	0.9
COc1c(Cl)cc(C(=O)Nc2ccccc2-c2ccccc2)cc1Cl	31.7	0.7
Cc1ccccc1-c1cc(C(=O)n2cccn2)c2cc(Cl)ccc2n1	62.0*	0.4
CCc1ccc(N2CC(C(=O)N/N=C/c3cccc([N+](=O)[O-])c3)CC2=O)cc1 (stereo not drawn)	16.1	0.8
COC(=O)c1sccc1NC(=O)CN(C)NS(=O)(=O)c1ccc([N+](=O)[O-])cc1	1.7	1
CSc1ccc(/C=N\NC(=O)CNc2ccc(C)cc2)cc1	39.2	0.6
COc1ccc(/C=C/c2cc(-c3ccc(C)cc3)o[n+]2C)cc1	8.7	0.9
CCOc1c2ccc(C(=O)NCc3ccccc3OC)cc2nn1CC	2.3	1
Fc1ccccc1OCCCCCCN1CCCC1	14.4	0.9
Cn1nnnc1SCc1ccccc1[N+](=O)[O-]	12.5	0.9
C=CCNC(=O)c1onc(CSc2cccc(Cl)c2)c1C(=O)O	11.9	0.9
CCC(CC)C(=O)c1c[nH]c(C(=O)NCCCN2CCOCC2)c1	4.5	1
CC(=O)OC1COC(N2CCc3cc([N+](=O)[O-])ccc32)C(OC(C)=O)C1OC(C)=O (stereo not drawn)	72.3*	0.3
O=C(Oc1cccc(NC(=O)c2ccccc2Cl)c1)c1ccc([N+](=O)[O-])cc1	13.1	0.9
Cc1cc([N+](=O)[O-])nn1Cc1c(F)c(F)c(F)c(F)c1F	38.7	0.6
O=C(CSc1nc2ccccc2o1)Nc1ccc(N2CCOCC2)cc1	22.3	0.8
CC1=C(CC(=O)c2ccccc2)C(=O)c2ccccc2C1=O	62.7*	0.4
CCN1CCN(CC(O)COC(C)C)CC1 (stereo not drawn)	21.6	0.8
CCOC(=O)c1cc(NC(=O)c2ccc(C)cc2)c(=O)oc1-c1ccccc1	14.1	0.9
CCC(C(=O)Nc1cccc(C(F)(F)F)c1)c1ccccc1 (stereo not drawn)	56.5*	0.4
CCn1c(-c2ccccc2Cl)nn(CC(=O)Nc2cc(Cl)ccc2Cl)c1=S	88.6*	0.1
COc1ccc2cc3cc(C(=O)NCC4COc5ccccc5O4)oc3nc2c1 (stereo not drawn)	-15.2	1.2
CCOC(=O)Cn1nc(C)n(-c2ccc(C)cc2)c1=O	-7.2	1.1
O=S(=O)(Nc1nc(-c2sccc2Cl)cs1)c1cc(Cl)ccc1Cl	90.4*	0.1
CCCCc1nc(SCC(=O)Nc2ncccn2)n[nH]1	15.6	0.8
(continued)
SMILES	CYP2C19 inh	CYP2C19 activ
CC(=O)N(/N=C1\Sc2ccccc2C1=O)c1ccccc1	50.3*	0.5
O=C(NNC(=O)C1CCCCC1)c1cnccn1	-15.6	1.2
COc1cccc(C(C(=O)NC2CCCCC2)N(C(=O)Cc2cccs2)c2ccc(-n3cnnn3)c(OC)c2)c1 (stereo not drawn)	65.0*	0.3
Cc1ccc(NC(=O)c2ccc(CSc3nnc(-c4ccncc4)n3C)cc2)c(C)c1	20.3	0.8
Cc1cc2nc(-c3ccc(SCC(=O)Nc4ccc5c(c4)OCCO5)nc3)[nH]c2cc1C	31.1	0.7
Cc1ccccc1NC(=O)/C(=C/c1ccccc1)c1ccccc1	26.7	0.7
COc1ccc(OCC(=O)NNC(=O)c2ccc(-c3ccccc3)cc2)cc1	-6.0	1.1
CCOC(=O)c1nn(-c2ccccc2F)c(C)c1C(C)=O	98.3*	0
CC(C)CC(=O)NC(=S)Nc1nc(-c2cccc3ccccc23)cs1	41.5	0.6
CC(C)(CNC(=O)c1ccc([N+](=O)[O-])c(Cl)c1)CNC(=O)c1ccc([N+](=O)[O-])c(Cl)c1	42.9	0.6
Cc1ccccc1Cn1c(Cc2ccccc2)nc2ccccc21	37.4	0.6
S=c1nc(-c2ccccc2)oc2c1CCCC2	11.1	0.9
O=C(CCn1c(=O)[nH]c2ccsc2c1=O)Nc1ccc(F)c(F)c1	37.9	0.6
CCOC(=O)c1sc(NC(=O)CCCCCN2C(=O)c3cccc4cccc(c34)C2=O)nc1C	5.2	0.9
Cc1ccc(C(=O)Nc2cc(Cl)ccc2OC(=O)c2ccc(C)cc2)cc1	39.4	0.6
Cc1ccc(C(=O)NNC(=O)CSc2nnc(-c3ccncc3)n2-c2ccc(C)cc2)cc1	37.9	0.6
COc1ccc2oc3ccc(OC)cc3c(=O)c2c1	2.4	1
Cc1ccc(NC(=O)CN2C(=O)S/C(=C\c3cc(C)n(C)c3C)C2=O)cc1	56.9*	0.4
Cn1nc(C(F)(F)F)c(/C=N/OC(=O)c2ccccc2Cl)c1SCc1ccc(Cl)cc1	54.4*	0.5
O=[N+]([O-])c1ccc(C(=Nc2cccc3ccccc23)N2CCOCC2)cc1	37.5	0.6
COc1cc(/C=C2/CCC/C(=C\c3cc(O)c(OC)c(Cl)c3)C2=O)cc(Cl)c1O	19.8	0.8
COc1ccc(N=Nc2nc3ccc(Br)cc3n2C)cc1	13.5	0.9
CCOC(=O)c1cnc2c(cnn2C)c1NCCC(O)C(F)(F)F (stereo not drawn)	16.1	0.8
O=C(c1ccccc1)c1nn(-c2ccc(Cl)cc2)c(=O)cc1C(F)(F)F	74.9*	0.3
CCn1c(COc2ccc(=O)n(-c3ccccc3)n2)nnc1SCc1ccc(OC)cc1	1.2	1
Further compounds follow.
SMILES	CYP2C19 inh	CYP2C19 activ
Cc1ccc(C(=O)NNC(=O)CSc2nnc3c(n2)[nH]c2ccc(C)cc23)cc1	-18.0	1.2
CC1CC(C)(C)N(C(=O)CSc2ccc(-c3ccc(F)cc3)nn2)c2ccccc21 (stereo not drawn)	49.4	0.5
CCOc1ccccc1NC(=S)N1C2CCC1CC(NC(=O)NC13CC4CC(CC(C4)C1)C3)C2 (stereo not drawn)	35.3	0.6
COC(=O)CC1COc2ccccc2N1C(=O)c1ccc(Cl)cc1 (stereo not drawn)	41.4	0.6
CSc1nnc(-c2ccccc2N=Cc2c(C)[nH]n(-c3ccccc3)c2=O)c(=O)[nH]1	-2.1	1
Cc1ccc(C2CC2C(=O)NN)cc1 (stereo not drawn)	47.6	0.5
Cc1cc2cc(CN(Cc3ccco3)S(=O)(=O)c3c(C)ccc4nsnc34)c(=O)[nH]c2cc1C	8.5	0.9
O=C(N/N=C\c1ccccn1)C1COc2cc3ccccc3cc2O1 (stereo not drawn)	13.8	0.9
Cc1ccc(NS(=O)(=O)c2ccc(NC(=O)c3cccs3)cc2)cc1	32.2	0.7
COc1ccc(/C=N/NC(=O)c2cc(-c3ccc(C)cc3C)nc3ccccc23)cc1COC(C)=O	47.4	0.5
O=C(CCN1C(=O)S/C(=C\c2ccccc2)C1=O)Nc1ccc(S(=O)(=O)Nc2nccs2)cc1	29.1	0.7
C=CCN(CC=C)S(=O)(=O)c1ccc(NC(=S)NC(=O)/C=C/c2ccccc2)cc1	14.1	0.9
Cc1ccccc1OCC(=O)NC(=S)Nc1ccc(N2CCOCC2)c(Cl)c1	3.8	1
COc1cc(NC(=O)c2c3c(nc4ccccc24)CCC3)cc(OC)c1	1.7	1
COc1cccc(/C=N/NC(=O)c2ccccc2N(Cc2ccccc2)S(=O)(=O)c2ccccc2)c1OC	42.3	0.6
O=C(COc1ccccc1Cl)NC(=S)Nc1cccc(NC(=O)c2ccccc2Cl)c1	25.5	0.7
CC(Cl)C(=O)NNc1cccc(Cl)n1 (stereo not drawn)	-8.2	1.1
CCOC(=O)CSc1nc(N)c(C#N)c(-c2cccs2)c1C#N	8.7	0.9
O=c1c(-c2nnc(SCc3ccc(Cl)c(Cl)c3)o2)cccn1Cc1ccccc1	84.5*	0.2
Cc1ccc(NC(=S)NC(NC(=O)C(C)(C)C)C(Cl)(Cl)Cl)c(C)c1 (stereo not drawn)	40.2	0.6
Cc1ccc(SCC(=O)Nc2ccc(-c3nnc(-c4ccco4)o3)cc2)cc1	35.7	0.6
COc1ccc(/C=N/c2c(-c3ccco3)nc3ccccn23)cc1OC	14.9	0.9
C=CCn1c(SCC(=O)Nc2ncc(Cc3ccc(Br)cc3)s2)nnc1-c1ccncc1	33.1	0.7
c1ccc(-c2csc(Nc3nc(N4CCOCC4)nc(N4CCOCC4)n3)n2)cc1	19.5	0.8
CSCCC(Nc1nc2ccccc2s1)C(=O)O (stereo not drawn)	12.6	0.9
Additional results:
SMILES	CYP2C19 inh	CYP2C19 activ
CCOC(=O)c1nnc(-c2ccccc2)nc1NC	-0.8	1
CCC(=O)Nc1cc(SCCO)cc([N+](=O)[O-])c1	21.7	0.8
Cc1cccc(N(C(=O)c2csnn2)C(C(=O)NC(C)(C)C)c2ccncc2)c1 (stereo not drawn)	10.6	0.9
CCN(CC)CCOC(=O)c1ccc(NC(=O)C2(c3ccccc3)CCCC2)cc1	-0.3	1
Cc1cc([N+](=O)[O-])c(-c2ccc(/C=N/n3cnnc3)o2)cc1Cl	63.7*	0.4
Cc1cccc(OCC(=O)Nc2nc3ccc([N+](=O)[O-])cc3s2)c1C	-10.2	1.1
Cc1ccc2c(c1)n([O-])c1c([n+]2=O)CCCC1	5.2	0.9
Cc1cccc(Sc2c(C=O)c3ccccc3n2C)c1	80.9*	0.2
CCN(C(=O)c1ccc2c(OC)n(CC)nc2c1)c1ccc(OC)cc1	5.8	0.9
COc1cc(/C=C2\C(=O)ON=C2c2ccccc2)cc(OC)c1OC	11.6	0.9
CC(C)(C)NS(=O)(=O)c1ccc(NC(=O)NC2CCCCC2)cc1	8.0	0.9
Cn1nc(C(F)(F)F)c(C(=O)Nc2ccc(F)cc2F)c1Sc1cccc(C(F)(F)F)c1	87.4*	0.1

2 of the compounds above, with two lines to a compound.
Results follow in this order: CYP2C19 inh | CYP2C19 activ
CCN(C(=O)c1ccc2c(OC)n(CC)nc2c1)c1ccc(OC)cc1
→ 5.8 | 0.9
Cc1cccc(Sc2c(C=O)c3ccccc3n2C)c1
→ 80.9* | 0.2

Rewritten in markdown: part of the list above.
| Molecule | CYP2C19 inh | CYP2C19 activ |
| --- | --- | --- |
| CCN(CC)CCOC(=O)c1ccc(NC(=O)C2(c3ccccc3)CCCC2)cc1 | -0.3 | 1 |
| Cc1cc([N+](=O)[O-])c(-c2ccc(/C=N/n3cnnc3)o2)cc1Cl | 63.7* | 0.4 |
| Cc1cccc(OCC(=O)Nc2nc3ccc([N+](=O)[O-])cc3s2)c1C | -10.2 | 1.1 |
| Cc1ccc2c(c1)n([O-])c1c([n+]2=O)CCCC1 | 5.2 | 0.9 |
| Cc1cccc(Sc2c(C=O)c3ccccc3n2C)c1 | 80.9* | 0.2 |
| CCN(C(=O)c1ccc2c(OC)n(CC)nc2c1)c1ccc(OC)cc1 | 5.8 | 0.9 |
| COc1cc(/C=C2\C(=O)ON=C2c2ccccc2)cc(OC)c1OC | 11.6 | 0.9 |
